Assay outcomes from PubChem BioAssay.
SW480 rerep – induces DNA re-replication in SW480 colon adenocarcinoma cells. SW480 DNA re-replication, Hoechst DNA content imaging, 48 h. Potency, µM (titrated, usually from 46.1 µM), without a hit: at the top dose re-replication activation, most hits filed as activators. 340,000 compounds, 1.8% hits; note: potency is the fitted concentration of half-maximal effect; % of control where 0% means no effect; nearly all actives have a fitted effect of over 55% in size
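Readout is total intensity of Hoechst-stained nuclei, excited at 405 nm and collected at 500-530 nm. Compound treatment lasted 48 hr at 37 C in 5% CO2 before staining.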
IL-1B inflam inh – inhibitors of inflammasome signaling (IL-1 beta secretion). activity change, % at 57.5 µM. AID 743279. 360,000 compounds, 4.7% hits. THP-1 LPS/ATP IL-1B secretion, AlphaLISA, 16 h; hits give low values; in the data active = activity change below about -50%; inconclusive = mostly about -30% to -49%; note: % is set by controls: 0 for no effect and ±100 for the full control effect
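Secreted IL-1B measured by AlphaLISA bead assay after 16 h compound exposure of THP-1 cells; compounds (final up to 57.5 uM) added 1 h before LPS (250 ng/mL) and ATP (1.25 mM) stimulation; lower signal means less secretion.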
HT1080 IDH1KD tx – HT-1080 IDH1 knockdown cell toxicity (counter line) | HT-1080 IDH1 knockdown viability, ATP luminescence, 48 h | Potency, µM (series often up to 46.1 µM), inactives show at the top dose activity, negative = toxicity, actives largely listed as cytotoxic | 360,000 compounds, 2% hits | AID 686971;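 note: potency is the fitted concentration of half-maximal effect; 0% = DMSO wells and -100% = cell-free medium wells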
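Viability of IDH1-knockdown HT-1080 fibrosarcoma cells was assessed by CellTiter-Glo after 48 h at 37 °C with titrated compound; concentration-effect curves were classified by fit quality and response size.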
KB-3-1 tox – kills parental KB-3-1 adenocarcinoma cells. KB-3-1 viability, CellTiter-Glo ATP luminescence, 72 h. Potency, µM (doses to about 46.1 µM), for the others: at the highest dose activity change, negative = cytotoxic, hits mostly cytotoxic. 400,000 compounds, 1.4% hits. AID 1347075; note: potency is the fitted concentration of half-maximal effect; % is set by controls: 0 for no effect and ±100 for the full control effect; nearly all actives have a fitted effect of over 60% in size
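72 h, 37 °C compound treatment of KB-3-1 parental cells; CellTiter-Glo added, 10 min, luminescence read. Data corrected against DMSO-only plates and normalized before curve fitting.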
GLP1R cytotox – cytotoxic in the GLP-1 receptor inverse agonist counter-screen; AID 624418; HEK293 cAMP-luciferase reporter cells, luminescence, 24 h; 410,000 compounds, 0.13% hits; Potency, µM (series often up to 38.3 µM), inactives show top-dose activity change, negative = inhibition, most hits filed as inhibitors;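 note: loss of luciferase light is scored as toxicity; potency is the fitted concentration of half-maximal effect; % is set by controls: 0 for no effect and ±100 for the full control effect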
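Compound-treated cells are incubated 24 hr at 37 deg C under 5% CO2 after a 12 hour attachment period, then luciferase detection reagent is added and luminescence is measured following 12 min at room temperature; lowered signal indicates toxicity.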
DRD3 agonist – agonists of human D3 dopamine receptor; P35462; D3R DiscoveRx beta-arrestin cells, luminescence, 90 min; max activation, %; 410,000 compounds, 0.58% hits; in the data active = max activation above about 30%; note: 0% is about no effect; mostly tested at two doses, the higher about 12 µM
Target sequence (P35462 whole entry, looked up): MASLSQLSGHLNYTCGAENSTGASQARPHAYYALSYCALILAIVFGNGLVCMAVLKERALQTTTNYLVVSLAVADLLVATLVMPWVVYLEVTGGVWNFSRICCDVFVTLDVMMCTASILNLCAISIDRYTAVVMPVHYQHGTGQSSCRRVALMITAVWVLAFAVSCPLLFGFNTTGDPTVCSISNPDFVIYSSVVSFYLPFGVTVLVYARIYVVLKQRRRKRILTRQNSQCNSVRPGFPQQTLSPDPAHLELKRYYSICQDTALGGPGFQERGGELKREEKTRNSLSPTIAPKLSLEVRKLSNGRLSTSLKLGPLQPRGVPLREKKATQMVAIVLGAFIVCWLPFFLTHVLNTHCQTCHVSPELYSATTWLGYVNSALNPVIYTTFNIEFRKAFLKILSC
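Cells at 1500/well, incubated overnight, then treated with pinned compounds (dopamine as control) for 90 min at 37 degrees C. DiscoveRx reagent added for 30 - 60 minutes at room temperature; luminescence read.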
HT1080-NT tox – kills 2HG-producing HT-1080-NT fibrosarcoma cells; HT-1080-NT fibrosarcoma viability, CellTiter-Glo ATP luminescence, 48 h; Potency, µM (top dose mostly 46.1 µM), without a hit: top-dose activity, negative = less viability, actives largely listed as cytotoxic; 360,000 compounds, 1.6% hits;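 note: NT is the 2HG producing partner of a matched IDH1 knockdown line; potency is the fitted concentration of half-maximal effect; 0% = DMSO-treated cells and -100% = media-only wells without cells; nearly all actives have a fitted effect of over 55% in size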
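Luminescent CellTiter-Glo readout after 48 hours of compound exposure at 37 degrees C defined viability of HT-1080-NT cells. Activity was normalized to DMSO wells and cell-free media wells; concentration-response curves were fitted and assigned curve classes.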
KB-V1 cytotox – KB-V1 MDR subline cytotoxicity; KB-V1 MDR cells viability, CellTiter-Glo, 72 h; Potency, µM (doses to about 46.1 µM), for inactives: at the top dose activity change, negative = cytotoxicity, hits mostly cytotoxic; 400,000 compounds, 3.4% hits; AID 1347076; note: potency is the fitted concentration of half-maximal effect; % is set by controls: 0 for no effect and ±100 for the full control effect; nearly all actives have a fitted effect of over 60% in size
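Luminescent ATP read-out (CellTiter-Glo, 10 min) measures survival of drug-selected KB-V1 MDR cells after 72 h, 37 degrees C compound exposure. Medium: phenol-red-free DMEM, 10% FBS. Values from fitted concentration-response curves.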
MCF10A rereplic – DNA re-replication induction in MCF 10a cells; 350,000 compounds, 2.9% hits; MCF 10A DNA re-replication, Hoechst nuclear intensity, 48 h; AID 624296; Potency, µM (titrated, usually from 46.1 µM), for inactives: at the top dose activity, positive = re-replication, most hits filed as activators; note: potency is the fitted concentration of half-maximal effect; % of control where 0% means no effect; nearly all actives have a fitted effect of over 50% in size
Starred values were filed as active, the others as inactive; i = inactive; ? = inconclusive; . = no result given; [ ] = dose if it differs, or a comment. Unless noted, calls come from the whole dose curve; as a rule, active = well fitted curve in the direction sought with a large enough effect; inconclusive = small, poorly fitted or top-dose-only effect, or another doubt; inactive = no such curve, though single readings can be large; an effect the other way counts as inactive or inconclusive.

SMILES	SW480 rerep	IL-1B inflam inh	HT1080 IDH1KD tx	KB-3-1 tox	GLP1R cytotox	DRD3 agonist	HT1080-NT tox	KB-V1 cytotox	MCF10A rereplic
Cc1ccc(OC(=O)c2cccc([N+](=O)[O-])c2)c(-n2nc3ccccc3n2)c1	-53%[inhibitor]	2	-8%	-2%	-3%	-8	1%	-10%	-2%
CCN(CC)c1ccc(S(=O)(=O)N2CCOCC2)cc1NC(=O)CNCc1ccccc1	?	-22	-7%	-1%	3%	3	-1%	6%	4%
CCCCNC(=O)C1CCCN(S(=O)(=O)CC)C1 (stereo not drawn)	-62%[inhibitor]	10	9%	-1%	0%	0	4%	2%	-4%
C[C@H](NC(=O)C1CC(=O)N(c2ccc3c(c2)OCCO3)C1)C(=O)NCc1ccco1 (stereo partly drawn)	1%	0	1%	3%	1%	4	8%	19%	1%
CC(C)CN(C(=O)CCC(=O)OCC(=O)NCCc1ccccc1)c1c(N)n(CC(C)C)c(=O)[nH]c1=O	1%	-7	-13%	10%	?	7	9%	22%	-3%
O=c1[nH]nc(SCCS(=O)(=O)c2ccc(F)cc2)n1-c1ccccc1	16%	-88*	?	-3%	-27%	-13	?	-5%	23µM*
COc1ccc(S(=O)(=O)N(C)CC(=O)NCc2ccc3c(c2)OCO3)cc1	-10%	18	0%	9%	2%	5	5%	-9%	-1%
CCOC(=O)c1cc(-c2ccc(C)cc2)n(CC(=O)NC2CCCCCC2)c1C	.	.	.	?	3%	3	.	8%	.
Cc1ccc(-c2noc(CSc3nnc(-c4cccs4)n3C)n2)cc1	1%	34	3%	?	-7%	4	1%	13µM*	3%
CC(C)Sc1ncc(Cl)c(C(=O)Nc2nc3ccc(S(C)(=O)=O)cc3s2)n1	.	.	.	-10%	2%	1	.	-4%	.
Cc1ccc(NC(=S)C2=C(O)c3sccc3N(C)S2(=O)=O)cc1	-11%	13	2%	9%	-14%	4	-5%	4%	1%
Oc1c(C(c2cccc(F)c2)N2CCN(Cc3ccccc3)CC2)sc2ncnn12 (stereo not drawn)	-14%	-19	-9%	-10%	-1%	-11	1%	-1%	0%
C[C@]12CCC(=O)CC1CCC1C2CC[C@@]2(C)C1CC[C@@]21CCO1 (stereo partly drawn)	9%	-12	?	-1%	3%	6	?	?	?
NC(=O)CCS(=O)(=O)c1ccccc1	-1%	11	15%	1%	9%	0	3%	-2%	10%
Cc1cccc(NS(=O)(=O)c2cc(C(=O)N3CCCCCC3)ccc2C)c1	-1%	-9	-6%	-12%	13%	-2	-2%	?	10%
CC(=O)N1CCN(S(=O)(=O)c2c(F)cc(F)c(Cl)c2F)CC1	3%	-92*	-17%	-2%	1%[7.66 µM]	5	-4%	?	8%
Cc1ccc(C)c(OCC(=O)Nc2cc(NC(=O)COc3cc(C)ccc3C)cc(C(=O)O)c2)c1	-3%[9.22 µM]	5	-15%	0%	-8%	-15	-8%	?	?
COc1ccc(Cl)cc1C(Nc1cccnc1)c1ccc2cccnc2c1O (stereo not drawn)	7.3µM*	-66*	10µM*	?	-6%	-1	?	?	?
COc1ccc(N2CCCn3c2nc2c3c(=O)n(CCN3CCOCC3)c(=O)n2C)cc1	-2%	15	8%	1%	0%	1	11%	8%	1%
COc1ccc2cc(C(=O)N3CCC(Cc4ccccc4)CC3)[nH]c2c1	-9%	-7	0%	-3%	-10%	0	-3%	-23%	-7%
Cc1cc(C)c(NC(=O)CCCCCNC2CCCCC2)c(C)c1	-1%	-11	1%	4%	-9%	-11	2%	1%	?
CC(C)N1CCSC1=S	-11%	17	2%	3%	-5%	7	11%	6%	3%
C[C@H]1CC[C@@]2(O[C@@H](CCO)C[C@H](O)[C@H]2O)O1	-4%	0	-1%	18%	-14%	0	1%	?	1%
NC(=O)N/N=C/c1cc(F)cc(F)c1	13%	-5	22%	0%	3%	-7	3%	-14%	0%
O=C(CSc1ccc(/C=N/NC(=O)c2cccc(F)c2)o1)Nc1ccccc1	1%	-23	-1%[9.24 µM]	4%	20%	-12	-18%	-8%	-3%
Cc1sc2ncnc(N3CCC(C(=O)Nc4nc5ccc(Cl)cc5s4)CC3)c2c1C	-2%	1	4%	-4%	14%	12	-1%	-17%	?
Cc1ccc(C(=O)Oc2ccc(C(=O)COC(=O)c3cnccn3)cc2)cc1	-4%	-11	6%	6%	-21%	-6	11%	-4%	1%
CCCC(C(=O)Nc1cc(C)c(Cl)cc1OC)N1Cc2ccccc2C1=O (stereo not drawn)	.	.	.	-20%	2%	-1	.	-1%	.
N#Cc1nc(-c2ccco2)oc1N1CCOCC1	-11%	-9	10%	-10%	-14%	9	7%	17%	-6%
COc1ccc(S(=O)(=O)N(CC(=O)Nc2ccc(OC)cc2OC)c2ccc(Cl)cc2)cc1	.	.	.	-18%	-4%	-4	.	?	.
C=CCOc1c(CNc2cccc(C(=O)O)c2)cccc1OCC	2%	8	3%	8%	-10%	9	-5%	11%	3%
CC(=O)C1CCC2C3CC=C4N(C)C(=O)CCC4(C)C3CCC12C (stereo not drawn)	0%	21	17%	-13%	2%	2	9%	?	10%
CC1CCN(C(=O)CSc2nncn2C)CC1	-5%	19	6%	-2%	-5%	8	9%	10%	0%
CCC(C)(C)n1nnnc1C(c1ccc(F)cc1)N1CCN(C(=O)c2ccco2)CC1 (stereo not drawn)	1%	-6	-3%	2%	14%	-28	-3%	?	0%
O=C(c1cccc(F)c1)N1CCN(c2ccc([N+](=O)[O-])c(N3CCOCC3)c2)CC1	-3%	-10	4%	-7%	?	-1	5%	-8%	?
Cc1noc(C)c1CSCC(=O)N1CCN(c2ccc(F)cc2)CC1	-12%	0	-13%	?	-15%	-7	2%	2.9µM*	-1%
COc1ccc(OC)c(NC(=O)CSc2nc(=O)n(CCN3CCOCC3)c3c2CCCC3)c1	-88%[inhibitor]	-3	-1%	-3%	-6%	1	1%	1%	6%
O=C(Cn1nnc(-c2ccccc2-n2cnnn2)n1)NCc1ccccc1	27%	-3	-8%	-6%	0%	-3	-17%	-5%	1%
O=C(O)CC1(CC(=O)NCc2cc(F)cc3c2OCOC3)CCCCC1	-14%	11	21%	11%	-3%	1	12%	-1%	1%
O=C(Nc1ccccc1SCC1CSc2nc3ccccc3c(=O)n21)c1ccccc1 (stereo not drawn)	12%	-11	-2%	?	-10%	-3	-3%	16%	7%
COC(=O)c1ccccc1NC(=O)CSc1[nH]c(=O)cc(C)c1C#N	?	3	?	0%	2%	1	?	3%	9%
C=CCN1C(=O)c2ccc(C(=O)N(C)CC(=O)Nc3ccccc3Br)cc2C1=O	-4%	15	9%	.	-5%	12	7%	.	-5%
COc1ccc(-c2nc3ccccc3o2)cc1NC(=O)Cc1ccc(Cl)cc1	.	.	.	8%	-3%	4	.	29%	.
COc1cc(C2C(C#N)=C(N)Oc3cc(C)oc(=O)c32)ccc1OC(=O)N1CCOCC1 (stereo not drawn)	0%	0	5%	3%	-2%	-1	3%	2%	-1%
Cc1nc(N)[nH]c(=O)c1CC(=O)OCCCl	-13%	1	20%	5%	1%	0	0%	0%	0%
O=C(O)CCN1C(=O)c2ccc(NC(=O)CSc3ccc(Cl)cc3)cc2C1=O	0%	23	17%	17%	-4%	2	3%	107%	-16%
O=C(NC1CCCCCC1)c1ccc([N+](=O)[O-])s1	18µM*	-61*	?	?	-18%	-14	?	-19%	?
COc1ccc(CCNC(=O)CSc2ccc(-c3ccco3)nn2)cc1OC	-44%[inhibitor][1.84 µM]	12	5%	-3%	-7%	17	10%	7%	?
S=C(NNc1ccnc2cc(Cl)ccc12)Nc1ccc(Cl)cc1Cl	11%	-86*	-10%	?	-15%	-12	?	?	?
O=c1c2cc(Cl)ccc2[nH]c(=S)n1Cc1ccccn1	-2%	23	8%	13%	?	-12	11%	4%	4%
CCOc1ccc(N(CC(=O)Nc2ccc(C)c(C)c2)S(=O)(=O)c2c(C)[nH]c(=O)[nH]c2=O)cc1	1%	5	3%	9%	-1%	3	7%	10%	10%
CCCCOC(=O)/C=C\C(=O)NC(N)=O	?	-105*	?	-10%	-46%	-7	?	16%	?
CCN(CC)S(=O)(=O)c1ccc(C)c(NC(=O)CSc2nc3ccc(C)cc3[nH]2)c1	.	0	-29%	-25%	?	-3	-23%	15µM*	5%
CCOCCCNC(=O)CS(=O)(=O)Cc1nc(-c2cccc(OC)c2)oc1C	-7%	6	2%	-7%	-18%	-3	6%	?	2%
Cc1nc2ccc(Oc3ccccc3)cc2s1	9%	35	15%	0%	-9%	-34	2%	?	-21%
Cc1ncoc1C(=O)NC1CC(C)(C)Cc2c1cnn2-c1ccccc1 (stereo not drawn)	-33%[inhibitor]	i	-10%	19%	-5%	-6	-4%	?	-25%
Cc1coc2c1c(C)cc1oc(=O)c(Cc3ccccc3)c(C)c12	-9%	-4	-24%	-1%	5%	-3	4%[9.24 µM]	-3%	0%
CCOc1ccccc1NC(=O)CSc1nc2c(c(=O)n(C)c(=O)n2C)n1C	-1%	21	24%	-20%	14%	9	2%	?	-1%
O=C(CNC(=O)Cc1ccccc1)NCc1cccs1	-3%	5	17%	1%	-4%	0	13%	29%	0%

Single records, as listed above. Screens in order: SW480 rerep, IL-1B inflam inh, HT1080 IDH1KD tx, KB-3-1 tox, GLP1R cytotox, DRD3 agonist, HT1080-NT tox, KB-V1 cytotox, MCF10A rereplic
CCOCCCNC(=O)CS(=O)(=O)Cc1nc(-c2cccc(OC)c2)oc1C reads -7%, 6, 2%, -7%, -18%, -3, 6%, ?, 2%
O=C(O)CCN1C(=O)c2ccc(NC(=O)CSc3ccc(Cl)cc3)cc2C1=O reads 0%, 23, 17%, 17%, -4%, 2, 3%, 107%, -16%
